High-throughput results as filed in PubChem.
LAP4 TOR yeast = alters LAP4-GFP fluorescence in TOR pathway yeast screen. GFP response vs DMSO, % at 10 µM. 320,000 compounds, 0.34% hits. S. cerevisiae LAP4-GFP multiplex, flow cytometry GFP, 3 h; median GFP as percent of DMSO wells. AID 2023;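 active = GFP response vs DMSO above a set limit, about the screen mean plus 3 SD, cut at about 150% in these data; inconclusive = under 70 cell events counted for the yeast strain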
Yeast superoxide = lowers age-related superoxide in aged yeast cells; S. cerevisiae aged cells, superoxide DHE fluorescence; active compounds read low; superoxide response (% of plate mean), % at 10 µM; 330,000 compounds, 0.18% hits;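 active = superoxide response under a set limit, about three screen SD below normal, cut at about 65% in these data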;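 note: yeast aged for seven days with compound at 30 °C before DHE staining; 100% = average MFI of all compound-treated wells on the plate with controls excluded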
RPL19A-GFP yeast = yeast TOR pathway RPL19A-GFP modulation | S. cerevisiae RPL19A-GFP strain, flow cytometry, 3 h; active compounds read low | percent response vs DMSO, % at 10 µM | 330,000 compounds, 0.3% hits | AID 2025;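 active = percent response vs DMSO below 50%; inconclusive = fewer than 70 events counted for the yeast strain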;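 note: median channel GFP fluorescence of the barcoded RPL19A-GFP strain; ratio of sample median GFP to plate DMSO average so 100% = DMSO; lower means less RPL19A-GFP as with rapamycin TOR inhibition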
proCasp3 act = activators of human procaspase-3; activation, % at 8.5 µM; recombinant procaspase-3 D3A, Ac-DEVD-pNA absorbance 405 nm; AID 463141; P42574; 330,000 compounds, 0.11% hits;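 active = activation above the mean of all tested compounds plus 3 SD, cut at about 21% in these data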;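 note: 0% = DMSO alone and 100% = DMSO wells spiked with extra 5 µM PC-3 D3A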
Target sequence (P42574 whole entry D9A/D28A/D175A): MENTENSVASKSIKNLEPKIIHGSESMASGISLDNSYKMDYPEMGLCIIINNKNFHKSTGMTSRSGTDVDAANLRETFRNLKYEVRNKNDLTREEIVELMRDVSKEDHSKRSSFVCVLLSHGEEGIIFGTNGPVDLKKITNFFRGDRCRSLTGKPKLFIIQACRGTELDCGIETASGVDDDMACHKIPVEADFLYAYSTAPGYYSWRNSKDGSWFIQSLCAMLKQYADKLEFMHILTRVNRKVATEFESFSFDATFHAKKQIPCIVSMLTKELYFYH
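Test system: Procaspase-3 D3A mutant, all three cleavage aspartates alanine | Dosing: Single dose, 8.5 µM nominal compound, 0.8% DMSO | Schedule: 1 h preincubation, 2 h reaction | Technique: 405 nm absorbance of p-nitroaniline, reads at 0 and 120 min | Repeats: One well per compound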
MEP2 TOR yeast = modulators of TOR pathway MEP2-GFP in S. cerevisiae; S. cerevisiae MEP2-GFP strain, flow cytometry GFP, 3 h; 100% = DMSO control level; GFP response vs DMSO, % at 10 µM; 330,000 compounds, 0.51% hits; AID 2016;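 active = GFP response versus DMSO above a set limit, roughly screen mean plus 3 SD, cut at about 180% in these data; inconclusive = fewer than 70 cells counted for a yeast strain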;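 note: median GFP fluorescence of the barcode-gated MEP2-GFP cells per well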
JMJD2C inh = inhibitors of human GASC-1 (JMJD2C) demethylase | Q9H3R0 | GST-JMJD2C(1-420) H3K9me3 demethylation, DELFIA europium | 330,000 compounds, 0.069% hits | AID 2099 | inhibition, % at 2.35 µM;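 active = more than half of a compound's replicate wells show inhibition beyond 50%, single wells judged on their own value; inconclusive = some, but no more than half, of replicates pass 50% inhibition; inactive = no replicate passes 50% inhibition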;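 note: signal counts dimethyl H3K9 product captured on neutravidin plate; 0% = median of DMSO wells and 100% = 0.3 times that DMSO median; strong numbers were not always called active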
Target sequence (Q9H3R0 1-420 limits assumed): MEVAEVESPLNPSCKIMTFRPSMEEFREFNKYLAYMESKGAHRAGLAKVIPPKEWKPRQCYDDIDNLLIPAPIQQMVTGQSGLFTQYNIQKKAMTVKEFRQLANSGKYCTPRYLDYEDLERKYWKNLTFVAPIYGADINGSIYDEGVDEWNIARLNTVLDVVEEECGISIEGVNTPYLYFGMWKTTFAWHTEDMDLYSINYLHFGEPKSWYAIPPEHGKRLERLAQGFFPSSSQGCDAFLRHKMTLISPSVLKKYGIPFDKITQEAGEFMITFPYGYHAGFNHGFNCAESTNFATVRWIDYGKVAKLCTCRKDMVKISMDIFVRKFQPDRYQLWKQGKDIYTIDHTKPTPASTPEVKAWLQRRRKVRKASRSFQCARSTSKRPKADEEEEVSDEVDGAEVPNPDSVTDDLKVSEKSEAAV
AHR act = activators of human aryl hydrocarbon receptor. AHR-responsive luciferase reporter cells, luminescence. 320,000 compounds, 2.5% hits. activation, % at 5 µM. P35869; in the data active = activation above about 47%;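 note: 0% = vehicle wells and 100% = reference agonist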
proCasp7 act = counter-screen for procaspase-3 activators: activators of human procaspase-7; P55210; recombinant procaspase-7, Ac-DEVD-pNA absorbance 405 nm; D23A/D198A/D206A triple mutant, cannot self-cleave; scale: DMSO 0, 5 µM enzyme 100; activation, % at 8.5 µM; 330,000 compounds, 0.093% hits; AID 463210;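 active = percent activation above the screen-wide mean plus 3 SD, cut at about 25% in these data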
Target sequence (P55210 whole entry D23A/D198A/D206A): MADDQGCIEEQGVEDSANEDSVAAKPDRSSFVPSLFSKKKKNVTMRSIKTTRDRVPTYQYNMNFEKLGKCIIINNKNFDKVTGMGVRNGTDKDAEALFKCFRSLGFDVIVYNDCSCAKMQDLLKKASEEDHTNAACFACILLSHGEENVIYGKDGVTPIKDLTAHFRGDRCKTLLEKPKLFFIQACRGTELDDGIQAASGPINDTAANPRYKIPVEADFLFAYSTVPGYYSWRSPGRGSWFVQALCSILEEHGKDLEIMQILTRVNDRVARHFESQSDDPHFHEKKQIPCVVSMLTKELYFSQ
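Material: Procaspase-7 triple mutant (PC-7 D3A) | Quantity: 2 µM procaspase-7 mutant as dispensed | Reagent: DEVD-pNA substrate | Times: 1 h preincubation, 2 h reaction | Technique: 405 nm absorbance of p-nitroaniline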
Numbers without * were called inactive; ? = inconclusive; · = not tested or not shown.

| canonical_smiles | LAP4 TOR yeast | Yeast superoxide | RPL19A-GFP yeast | proCasp3 act | MEP2 TOR yeast | JMJD2C inh | AHR act | proCasp7 act |
| --- | --- | --- | --- | --- | --- | --- | --- | --- |
| Cc1cc(C(=O)OCC(=O)NCc2ccco2)c(C)n1-c1ccc(F)cc1 | 81 | 97 | 83 | -6 | 82 | -37 | 2 | 0 |
| C/C(=N\NC(=O)COc1ccc(C#N)cc1)c1ccccc1OC(F)F | 96 | 100 | 101 | 12 | 101 | -4 | 8 | 0 |
| CSc1cccc(NC(=O)C2CCN(S(=O)(=O)c3cnc[nH]3)CC2)c1 | 108 | 96 | 107 | -2 | 111 | -1 | 6 | 1 |
| CCS(=O)(=O)c1ccc(Sc2nncn2C)c([N+](=O)[O-])c1 | 107 | 122 | 99 | 6 | 107 | -4 | -3 | 4 |
| Cc1c(-c2nc(N)nc(Nc3ccccc3F)n2)oc2ccccc12 | 116 | 97 | 100 | -2 | 109 | · | -5 | 9 |
| O=C(COC(=O)Cc1ccccc1[N+](=O)[O-])Nc1nnc(-c2ccccc2)o1 | 100 | 87 | 100 | -8 | 101 | 5 | 13 | 3 |
| N#Cc1cccc(C(c2nnnn2C2CCCC2)N2CCC(Cc3ccccc3)CC2)c1 (stereo not drawn) | 119 | 82 | 108 | -1 | 108 | 4 | 3 | 6 |
| O=C(Cn1cc([N+](=O)[O-])ccc1=O)N1CCc2ccccc2C1 | 110 | 110 | 102 | 6 | 100 | -3 | 0 | -6 |
| CC(=O)Nc1cccc(NC(=O)CCNC(=O)c2ccc(Cl)cc2)c1 | 107 | 96 | 102 | 2 | 101 | -17 | 2 | -9 |
| CCn1c(-c2ccccc2Cl)nn(CC(=O)Nc2ccccc2C)c1=S | 109 | 98 | 106 | -14 | 112 | -2 | 2 | -8 |
| CC(C)C(=O)N(Cc1ccccc1)S(=O)(=O)c1ccc2c(c1)oc(=O)n2C | 108 | 94 | 97 | 8 | 103 | 8 | 6 | 1 |
| O=C(NC(=S)Nc1ccc(Cl)cc1)c1cncc(Br)c1 | · | 105 | 100 | -8 | 100 | -2 | 2 | -2 |
| NS(=O)(=O)c1ccc(NC(=O)c2ccc(F)cc2F)c(NC(=O)c2ccc(F)cc2F)c1 | 95 | 91 | 107 | 2 | 108 | -30 | 4 | 14 |
| COc1ccccc1-c1noc(-c2ccccc2C(=O)NCC2CCCO2)n1 (stereo not drawn) | 101 | 84 | 104 | 6 | 110 | 2 | 20 | 5 |
| CCOC(=O)c1cc(-c2ccccc2)sc1NC(=O)c1cc(OC)c(OC)c(OC)c1 | 90 | 89 | 99 | 6 | 98 | 11 | 1 | 4 |
| CCC(C)C(=O)Nc1nc2ccc(S(C)(=O)=O)cc2s1 (stereo not drawn) | 98 | 96 | 94 | -11 | 100 | -1 | 8 | -4 |
| CC(C)CC(=O)Nc1nnc(S(=O)(=O)N(C)Cc2ccco2)s1 | 94 | 96 | 99 | 1 | 101 | -7 | -1 | -3 |
| COCC(C)NCc1ccccc1C (stereo not drawn) | 106 | 98 | 100 | 9 | 101 | 8 | 2 | 1 |
| O=C(Nc1ccc(S(=O)(=O)NC2=NCCCCC2)cc1)c1ccccc1Cl | 104 | 88 | 101 | 5 | 98 | -8 | 2 | -6 |
| O=C(Cc1ncc(C(F)(F)F)cc1Cl)N1CCN(c2ccccn2)CC1 | 104 | 92 | 100 | 5 | 121 | -16 | 0 | 8 |
| CCOc1cc(C(=O)OC(C)C(=O)Nc2ccc(NC(C)=O)cc2)ccc1OCC(=O)N1CCCCC1 (stereo not drawn) | 73 | 108 | 104 | 9 | 98 | -3 | 1 | 3 |
| Cc1ccc([N+](=O)[O-])c(OCc2ncc(Cl)n2C)c1 | 103 | 103 | 107 | -1 | 108 | 6 | 55* | 13 |
| CCNC(=O)N1CCCC(C(=O)c2ccc(OC)c(OC)c2)C1 (stereo not drawn) | 107 | 104 | 100 | -2 | 100 | 0 | 1 | -4 |
| O=C(O)CSc1nnc(-c2ccncc2)n1-c1ccc(Cl)cc1 | 119 | 122 | 98 | -7 | 104 | -2 | 0 | 8 |
| O=C(CC1Oc2ccc(Cl)cc2NC1=O)NC1CCCCCC1 (stereo not drawn) | 104 | 101 | 104 | 4 | 101 | 1 | 0 | 2 |
| O=C1c2ccccc2C(=O)N1CCCP(=O)(O)CCc1ccccc1 | 104 | 115 | 100 | -7 | 97 | 22 | 3 | 3 |
| O=C(N/N=C/c1c[nH]c2ccccc12)c1ccc(O)c(O)c1 | 90 | 85 | 95 | -4 | 103 | -11 | 9 | -6 |
| O=C(CCC(=O)N1CCCc2ccccc21)N1CCN(S(=O)(=O)c2ccccc2)CC1 | 99 | 96 | 98 | -3 | 104 | -5 | 4 | 0 |
| O=C(CSc1ncccn1)NCC1CCCO1 (stereo not drawn) | 77 | 85 | 90 | 6 | 89 | 5 | 2 | -7 |
| COC(=O)Nc1ccc(S(=O)(=O)N2CCCc3ccccc32)cc1 | 108 | 101 | 97 | -8 | 100 | 0 | 4 | 0 |
| COc1ccc(/C=C/C(=O)OCC(=O)Nc2cc(S(=O)(=O)N(C)C)ccc2Cl)cc1 | 96 | 91 | 94 | 2 | 95 | 3 | 0 | 7 |
| Cc1ccc(C)c(S(=O)(=O)N2CCCCC2CCNC(=O)C(=O)NCc2ccco2)c1 (stereo not drawn) | 95 | 106 | 88 | 0 | 92 | 7 | 3 | -10 |
| O=C(NC(=S)NCCSc1ccccc1)c1cccnc1 | 102 | 84 | 109 | -6 | 106 | 3 | 7 | -2 |
| Cc1ccc(S(=O)(=O)N(CC(=O)NCc2ccc(F)cc2)C(=O)N2CCN(C)CC2)cc1 | 102 | 102 | 98 | 5 | 100 | 142 | -1 | 15 |
| CCCCN(C)S(=O)(=O)c1ccc(C(=O)N=c2sc3cc(NC(C)=O)ccc3n2C)cc1 | 107 | 96 | 90 | 3 | 152 | 1 | 0 | -3 |
| CCOC(=O)/C=C/C(=O)OCC(=O)Nc1ccc(C)cc1 | 147 | 92 | 100 | -11 | 108 | -33 | 2 | -8 |
| CC(C)C[C@H](N)c1cn([C@@H](CCCCN)C(=O)N2CCNCC2)nn1 | 105 | 97 | 100 | 9 | 89 | -1 | 0 | 6 |
| COC(=O)c1[nH]c2cc(OC)c(OC)cc2c1NC(=O)c1cccc(OC)c1 | 104 | 97 | 103 | -6 | 104 | -2 | 62* | 3 |
| Cc1occc1C(=O)Nc1cccnc1 | 106 | 86 | 106 | -3 | 107 | 7 | 14 | -7 |
| CN(C)c1cccc2c(C=C(C#N)C#N)ccc(N(C)C)c12 | 99 | 92 | 110 | -8 | 107 | -9 | 18 | -13 |
| Cc1ccc(C(C)C)c(OCC(O)CN2CCc3ccccc3C2)c1 (stereo not drawn) | 99 | 95 | 105 | -4 | 113 | -2 | 20 | 5 |
| CCOc1cc(NC(=S)NCCc2ccccc2)c(OCC)cc1NC(C)=O | 102 | 90 | 101 | -4 | 94 | 1 | 15 | -4 |
| Cc1ccc2nc(SCC(=O)Nc3ccc(C(N)=O)cc3)[nH]c2c1 | 97 | 106 | 97 | 9 | 97 | 1 | 25 | 7 |
| COc1cccc(-n2c(Cc3cc(=O)[nH]c(=O)[nH]3)nnc2SCC(=O)NC2CCCC2)c1 | 104 | 100 | 100 | -5 | 109 | 2 | -1 | -4 |
| CCSC(C)CC1C/C(=N/O)c2c(CC)noc2C1 (stereo not drawn) | 109 | 101 | 98 | 5 | 101 | 1 | -5 | -4 |
| CC(C)CSc1nc2ccccc2[nH]1 | 93 | 95 | 86 | 3 | 89 | 4 | 6 | -3 |
| COCCn1cnnc1SCC(=O)Nc1cccc(S(=O)(=O)N(C)c2ccccc2)c1 | 102 | 100 | 105 | -7 | 101 | 1 | 2 | 2 |
| COc1ccc(S(=O)(=O)Nc2cc3c4c(c2)CCN4C(=O)CC3)cc1C | 105 | 98 | 100 | 3 | 100 | 8 | 16 | -3 |
| Cn1c2c(c(=O)n(C)c1=O)CN(Cc1ccco1)CN2 | 100 | 97 | 94 | 10 | 100 | 1 | 1 | 8 |
| CCCCCCSc1ccc(-c2nc3ccc(Cl)cn3c2NCc2ccccc2)cc1 | 99 | 90 | 94 | -6 | 99 | 4 | 2 | -2 |
| COc1cccc(NC(=O)C(OC(=O)c2ccccc2NS(=O)(=O)c2cccs2)c2ccccc2)c1 (stereo not drawn) | 98 | 105 | 104 | 9 | 102 | -1 | 2 | 6 |
| COc1cccc(C(O)c2nccn2Cc2ccccc2)c1OC (stereo not drawn) | 94 | 103 | 108 | · | 102 | 0 | · | · |
| C/C(CC(=O)NC1CCCCCC1)=N\NC(=O)c1cnccn1 | 99 | 100 | 97 | 2 | 103 | -175 | 17 | 4 |
| COc1cccc(C2=NOC(C(=O)NCc3ccccn3)C2)c1 (stereo not drawn) | 92 | 111 | 102 | -9 | 91 | 58 | 1 | -14 |
| CCOc1ccc(NS(=O)(=O)c2ccc(C(=O)N(C)CCc3ccc(OC)c(OC)c3)cc2)cc1 | 101 | 104 | 96 | 6 | 103 | ? | 10 | 0 |
| CCCCOc1ccc(C(=O)Nc2ccc(S(=O)(=O)Nc3cc(C)on3)cc2)cc1OC | 98 | 123 | 94 | 6 | 98 | 3 | 6 | -5 |
| CCCCC(=O)Oc1ccccc1C1SCc2cc(C)c(C)cc2CS1 | 102 | 91 | 103 | -2 | 104 | -11 | -1 | 1 |
| Cc1[nH]nc2c1C(CC(C)C)C(C#N)=C(N)O2 (stereo not drawn) | 102 | 107 | 95 | 2 | 96 | 4 | -3 | -1 |
| COc1ccc(CN2CCC(n3nccc3NC(=O)c3ccc4c(c3)OCO4)CC2)cc1C | 87 | 93 | 94 | 0 | 92 | -6 | 1 | -1 |
| CC(C)(C)NC(=O)C(c1cccs1)N(Cc1cccs1)C(=O)c1csnn1 (stereo not drawn) | 95 | 87 | 94 | 7 | 96 | 72 | 37 | 4 |
| Cc1c(CC(=O)O)c(=O)oc2c(C)c3occ(-c4ccc(Br)cc4)c3cc12 | 91 | 94 | 101 | 15 | 104 | 4 | 2 | 8 |
| CCN(C1CCCCC1)S(=O)(=O)c1ccc(S(=O)(=O)NCCc2ccncc2)cc1 | 102 | 82 | 100 | 3 | 89 | -7 | 2 | 3 |
| COC(=O)C1CCN(C(=O)COC(=O)CC(NC(C)=O)c2ccccc2)CC1 (stereo not drawn) | 101 | 109 | 103 | -3 | 100 | 31 | 10 | 5 |
